Compound activity from PubChem.
RmlC RmlD mix: mixture blocks RmlC and RmlD coupled enzyme activity; RmlC/RmlD coupled enzyme inhibition, 384-well mixture HTS; inhibition, % at 5.5 µM; 110,000 tested, 0.39% active; AID 1532; in the data active = inhibition above about 30%, passing the limit was not always enough; inconclusive = no clear call, values can overlap the other calls; also: strong numbers were not always called active
RT RNaseH block: blocks HIV-1 RNase H cleavage of RNA/DNA duplex; AID 565; RT-RNase H RNA/DNA duplex cleavage, fluorescence; 65,000 tested, 1.9% active; inhibition, % at 10 µM; in the data active = inhibition above about 50%
* hit, by the source's call; i = inactive; ? = inconclusive; . = no result given.

SMILES | RmlC RmlD mix | RT RNaseH block
O=C(O)CCC(=O)Nc1ccc2c(c1)oc1ccccc12 | 12 | -9
O=C(CSCc1cnn(-c2ccccc2)c1-n1cccc1)NCc1cccs1 | 2 | -52
C=CCn1c(=O)/c(=C/c2ccc(Cl)cc2)s/c1=C(/C#N)c1nnc2n1CCCCC2 | -16 | -12
O=C(CSc1nnc(-c2cc(-c3cccs3)nc3ccccc23)o1)NC1CCCCC1 | -81 | .
CC1=C(C(=O)Nc2ccc(C)cc2C)C(c2cccs2)NC(=S)N1 (stereo not given) | -10 | .
COC(C[C@@H]1O[C@@H]1C(=O)[C@@H](C)OCc1ccccc1)OC | 14 | .
CN(C)S(=O)(=O)c1ccc(C(=O)Nc2ccc(OCC(=O)N3CCOCC3)cc2)cc1 | -4 | -2
O=C(Nc1nc2c(Cl)cccc2s1)c1ccc(Br)o1 | 14 | -6
C=CCNc1oc(COc2ccc(C)cc2)nc1C#N | 8 | -72
Cc1csc(SCC(=O)Nc2c(C)n(C)n(-c3ccccc3)c2=O)n1 | -21 | -1
Cc1ccc(-c2cc(C(=O)NCc3ccccn3)c3ccccc3n2)cc1 | 4 | .
O=c1c2c(nc3nc(SCc4ccccc4)[nH]n13)CCC2 | 13 | 0
Cc1cc(S(=O)(=O)NC(C)C)ccc1OCC(=O)N1CCN(Cc2ccc3c(c2)OCO3)CC1 | -6 | -7
Brc1ccccc1-c1nnc(COc2ncnc3c2cnn3-c2ccccc2)o1 | 17 | -16
CC(C)(O)C#Cc1ccccc1C(=O)NC(CC(N)=O)C(=O)O (stereo not given) | 0 | -5
CN(C)S(=O)(=O)c1cccc(C(=O)C2=C3SC=C(c4ccccc4)N3CC2)c1 | -8 | 3
O=C1NC(=O)N(Cc2ccccc2Cl)C(=O)/C1=C/N1CCOCC1 | 13 | -9
CN1C(=C2C(=O)OC(C)(C)OC2=O)Sc2ccccc21 | -5 | 2
Cc1nc(NC(=O)c2cc3c(s2)CCCCC3)sc1C(=O)N(C)C | 1 | -10
COc1ccc(NC(=S)NC(NC(=O)c2cccc3ccccc23)C(Cl)(Cl)Cl)c([N+](=O)[O-])c1 (stereo not given) | -11 | .
CC(C)CC(=O)NC(=S)Nc1cccc(NC(=O)c2ccccc2Cl)c1 | -8 | .
CC(C)C(NS(=O)(=O)c1ccc(Br)s1)C(=O)O (stereo not given) | -4 | -5
CC(C)NC(=O)Cn1nnc(-c2ccc(Cl)cc2)n1 | . | -8
O=C(O)CNC1=NCCC1 | . | -5

Next part (six carried over from the part before).
SMILES | RmlC RmlD mix | RT RNaseH block
Cc1nc(NC(=O)c2cc3c(s2)CCCCC3)sc1C(=O)N(C)C | 1 | -10
COc1ccc(NC(=S)NC(NC(=O)c2cccc3ccccc23)C(Cl)(Cl)Cl)c([N+](=O)[O-])c1 (stereo not given) | -11 | .
CC(C)CC(=O)NC(=S)Nc1cccc(NC(=O)c2ccccc2Cl)c1 | -8 | .
CC(C)C(NS(=O)(=O)c1ccc(Br)s1)C(=O)O (stereo not given) | -4 | -5
CC(C)NC(=O)Cn1nnc(-c2ccc(Cl)cc2)n1 | . | -8
O=C(O)CNC1=NCCC1 | . | -5
CCCC12CN3CN(C1)CC(CCC)(C3)C2O (stereo not given) | -11 | 0
N#Cc1ccccc1NC(=O)COC(=O)c1ccc(S(=O)(=O)N2CCCC2)cc1 | -6 | -5
CCN(CC)CCNC1=CC(=O)OC12CCCCC2 | -14 | .
Cc1nn(-c2ccccc2)c(C)c1/C=N/NC(=O)CSc1nc2ccccc2c(=O)n1-c1ccc(Br)cc1 | -3 | .
CSc1ccc2c(c1)C(N1CCN(C)CC1)Cc1ccccc1S2 (stereo not given) | 6 | .
CCOCCCNC(=O)CN1CCN(c2ccc(F)cc2)CC1 | -6 | -4
CCOC(=O)N1CCN(Cc2nc(-c3ccc(C)cc3)no2)CC1 | -21 | 3
COc1c(Cl)cc(Cl)cc1C(=O)Nc1ccc(NC(=O)c2cccs2)cc1 | -8 | .
COc1ccc(S(=O)(=O)Nc2ccc(NC(C)=O)cc2)cc1OC | -12 | -2
CCC1C(=O)Nc2nc(-c3ccccc3)c(-c3ccccc3)n2N=C1C (stereo not given) | 5 | .
COc1ccc(/C=C2\NC(=S)N(CC3CCCO3)C2=O)c(OC)c1C (stereo not given) | -4 | .
CCCC(C)C(=O)NCc1ccc2c(c1)OCO2 (stereo not given) | 12 | .
Cc1ncc2c(c1OC(=O)c1ccccc1)COC(C)(C)OC2 | 8 | -5
Cc1ccc(OCc2nnc(SCC(=O)c3cccs3)n2-c2ccccc2)cc1C | -12 | .
CCN1CCN(C(C(=O)NC2CCCCC2)c2ccc(Cl)cc2)CC1 (stereo not given) | i | .
CC1CC=C2C(C#N)=C(N)C(C#N)(C#N)C(c3cccs3)C2C1 (stereo not given) | . | -5
CCOC(=O)c1ccc(S(=O)(=O)n2c(CN3CCCCC3)nc3ccccc32)cc1 | 6 | -11
CC1CC(C)CN(C(=O)CSC2=Nc3ccccc3C3=NC(Cc4c[nH]c5ccccc45)C(=O)N23)C1 (stereo not given) | 5 | .
COc1ccc(C)cc1NS(=O)(=O)c1ccc(NS(=O)(=O)c2ccc(NC(C)=O)cc2)cc1 | -14 | 3
CCN(CC)CCOC(=O)c1c(C)n(C)c2ccc(OC)cc12 | 5 | 8
CCCc1nc2c(C)ccc(C)c2c(N)c1CC | 7 | .
O=C(CSc1nnc(-c2cnccn2)n1Cc1ccco1)c1ccc(Cl)cc1 | 12 | -4
CCn1nc(C)c(C(=O)Nc2cc(Oc3cc(C)cc(C)c3)cc([N+](=O)[O-])c2)c1C | 6 | .
COc1ccc(N2C(=O)C3CC=C(Cl)CC3C2=O)cc1 (stereo not given) | 8 | .
C=CCn1c(SCC(=O)Nc2cc3oc4ccccc4c3cc2OC)nnc1-c1cnccn1 | 5 | -8
CC1(C)CC(=O)C(C=NCCN2CCN(C(=S)Nc3ccccc3)CC2)=C(O)C1 | 28 | .
CCN(CC)C(=O)c1cc(-c2ccccc2OC)on1 | -6 | -14
O=S(=O)(c1cccs1)N1CCCc2cccc(O)c21 | 5 | .
CCOC(=O)c1ccc(S(=O)(=O)N2CCC(C(=O)OCC)CC2)cc1 | 6 | 1
Cc1cc(C)c(C#N)c(N2CCOCC2)n1 | 6 | .
O=S(=O)(c1ccc(S(=O)(=O)N2CCN(Cc3ccccc3)CC2)cc1)N1CCOCC1 | -17 | -2
Cn1c(=O)c2c(nc(Br)n2Cc2ccc3ccccc3c2)n(C)c1=O | 79 | -2
CCN(CC)C(=O)C1=C(C)NC(=S)NC1c1cn(-c2ccccc2)nc1-c1ccc(Cl)cc1 (stereo not given) | -10 | .
NC(=O)[C@@H]1CCCCNc2c(F)cc([N+](=O)[O-])cc2C(=O)N[C@@H](CC(=O)O)C(=O)NCC(=O)N1 | 7 | .
COc1ccc(C2C3C=CCC(c4cccc(-c5ccc(C)cc5)c4)C3C(=O)N2Cc2ccccc2)cc1Cl (stereo not given) | -9 | .
CCn1c2ccccc2c2cc(NC(=O)c3ccc(Br)o3)ccc21 | 0 | .
Cc1ccc(S(=O)(=O)N2CCC(=O)N(CCOCc3cccc(Cl)c3)CC2)cc1 | 16 | .
Cc1ccc(-n2ncc3c(Nc4c(C)n(C)n(-c5ccccc5)c4=O)ncnc32)c(C)c1 | -11 | -2
CCN(CC)c1nc2c(s1)C(=O)CC(C)(C)C2 | 8 | .
COCCCn1c(=N)c(C(=O)NCc2ccc3c(c2)OCO3)cc2c(=O)n3ccccc3nc21 | 20 | -27
Cc1c(C(=O)O)c2cc(O)ccc2n1-c1ccccc1 | 13 | 2
CN1CCN(NC(=O)CN2C(=O)/C(=C/c3c(Cl)cccc3Cl)SC2=S)CC1 | ? | .
CCOC(=O)N1CCN(C(c2ccc(Cl)cc2)c2sc3nc(C)nn3c2O)CC1 (stereo not given) | -9 | -3
COc1ccc(NC(=O)N(C2CCCCC2)C(C)c2ccco2)c(OC)c1 (stereo not given) | -9 | 2
CC1=NN(C(=O)c2ccc(Cn3nc(C)cc3C)o2)C(O)(C(F)(F)F)C1 (stereo not given) | 5 | .
CCNc1nc(NCC)nc(SCCOC(=O)COc2ccc(Cl)cc2Cl)n1 | 8 | .
N#Cc1ccccc1Cn1c(=O)n(Cc2ccc(C(=O)NCc3ccco3)cc2)c(=O)c2ccccc21 | -1 | 41
Nc1nc(Nc2cccc(C(F)(F)F)c2)nc(C(F)(F)F)n1 | 44 | -33
COc1ccc(NC(=O)CSc2nnc(C3CC3)n2-c2ccccc2)cc1 | 7 | .
COCCN1C(=O)N[C@@H](c2ccccc2)[C@H](C(C)=O)[C@H]1C | 1 | .
O=C(COc1ccc2oc3c(c2c1)CCCC3)Nc1ccccn1 | -14 | -5
Fc1ccc(NCc2cn3ccccc3n2)cc1 | 19 | -5
CCOC(=O)N1CCN(Cc2nc(N)nc(Nc3ccc(OCC)cc3)n2)CC1 | 6 | .
COCC(=O)Nc1nnc(-c2cccs2)s1 | -14 | 29
O=C(NCc1ccccn1)C1CCC(=O)N1C1CCCC1 (stereo not given) | 4 | -12
Cc1cccc(-n2ncc3c(N4CCC(C)CC4)ncnc32)c1 | -9 | -11
CCC1C(=O)CC(c2ccco2)NC1c1ccco1 (stereo not given) | 6 | .
Cc1nc2sccn2c1-c1nc(C2CC2)c(C(=O)c2ccc3c(c2)NC(=O)CO3)s1 | . | -10
CCOC(=O)CCc1c(C)nc(SCCCn2c(=O)[nH]c3ccccc32)c(C#N)c1C | 6 | 86*
O=C(NCCCn1ccnc1)c1ccc2c(c1)OCCO2 | 2 | -10
(further entries)
SMILES | RmlC RmlD mix | RT RNaseH block
O=C1N=C(N2CCOCC2)CS1 | -8 | -4
Cc1cc(C)c(NC(=O)C2CCCN2CCO)c(C)c1 (stereo not given) | 108 | 0
Cc1ccccc1CSCCNC(=O)c1ccc(Cl)c(S(=O)(=O)N2CCOCC2)c1 | -5 | .
COc1ccc(C(=O)N2CCSC2=S)cc1OC | -6 | -16
CSc1nsc(SCC(=O)Nc2ccc(C(C)=O)cc2)n1 | 10 | .
O=C(CNS(=O)(=O)c1cccs1)Nc1ccc2c(c1)OCCO2 | -2 | 2
CC(Oc1ccccc1)C(=O)Nc1ccc(S(=O)(=O)N2CCOCC2)cc1 (stereo not given) | . | -6
Cc1nn(-c2ccc(C(=O)O)cc2)c(C)c1Oc1ccccc1O | -9 | .
Cc1ccc2cc(CN(CCN3CCCC3)C(=O)Nc3ccc(F)cc3)c(=O)[nH]c2c1C | 3 | 5
Cc1ccc(S(=O)(=O)CCC(=O)O)cc1C | -11 | .
CC(C)(C)[C@]1(O)CCN2C[C@H]3c4ccccc4CCc4cccc(c43)[C@@H]2C1 | -11 | .
CCOC(=O)N1CCN(C(=O)CSc2nnc(-c3cc(OC)ccc3OC)o2)CC1 | -43 | 0
CCOC(=O)C1=C(C)NC2=C(C1c1ccc([N+](=O)[O-])cc1)S(=O)(=O)c1ccccc12 (stereo not given) | 33 | .
O=C(CSc1nnc(COc2ccccc2)n1Cc1ccco1)c1ccc(F)cc1 | -7 | 3
COCC(=O)NCc1ccc2c(c1)cc(C)n2C | . | 1
c1ccc(C2=Nn3c(nnc3-c3cc(-c4ccccc4)n[nH]3)SC2)cc1 | 3 | -6
Cc1ccc(OC(C)C(=O)O)cc1C (stereo not given) | 15 | .
O=C(NCCN1CCOCC1)c1ccncc1 | -18 | -7
Cn1c(Sc2ccc([N+](=O)[O-])cc2C(F)(F)F)nnc1-c1ccccc1 | -8 | .
Cc1nc2c(sc3nc4c(cc32)COC(C)(C)C4)c(=O)n1Cc1ccccc1 | -1 | .
Cc1cc(C)c(C(N)=O)c(Nc2cccc(Cl)c2)n1 | -12 | .
O=C(COc1ccc(/C=N/NC(=O)c2cc3ccccc3o2)cc1Cl)Nc1ccccc1 | 5 | .
COc1ccc(S(N)(=O)=O)cc1C(=O)NCC1(N2CCCCC2)CCCCC1 | -13 | 0
Cc1ccc2cc3cc(C(=O)NCCCN4CCCCCC4)oc3nc2c1 | . | -6

Full records as entered above. Order of values: RmlC RmlD mix | RT RNaseH block
Entry for O=C(NCCN1CCOCC1)c1ccncc1 = -18 | -7
Entry for O=C(COc1ccc(/C=N/NC(=O)c2cc3ccccc3o2)cc1Cl)Nc1ccccc1 = 5 | .
Entry for Cn1c(Sc2ccc([N+](=O)[O-])cc2C(F)(F)F)nnc1-c1ccccc1 = -8 | .
Entry for COc1ccc(S(N)(=O)=O)cc1C(=O)NCC1(N2CCCCC2)CCCCC1 = -13 | 0

(more compounds)
SMILES | RmlC RmlD mix | RT RNaseH block
COc1ccc(-c2nnc(SCc3cccnc3)o2)cc1 | 105 | .
CC(C)C(c1nnnn1C1CCCC1)N1CCCCC1 (stereo not given) | 2 | .
COC(=O)C(C)Sc1nc2c(c(-c3ccc(OC)cc3)c1C#N)-c1ccccc1C2=O (stereo not given) | -14 | .
O=C(NC1CCCC1)c1cnn2c(C(F)(F)F)cc(-c3ccco3)nc12 | 6 | -4

A portion of the library; count on the stated rates, not on these rows.
